From PubChem BioAssay
Bim-Mcl-1: inhibitors of Bim-Mcl-1 interaction, human | Q07820 | Bead-based flow cytometry, Bim peptide-Mcl-1 binding | inhibition, % at 10 µM | 190,000 compounds, 0.1% hits | AID 1009;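 also: 0% = no compound tracer wells and 100% = peptide blocker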
Target sequence (Q07820 whole entry, looked up): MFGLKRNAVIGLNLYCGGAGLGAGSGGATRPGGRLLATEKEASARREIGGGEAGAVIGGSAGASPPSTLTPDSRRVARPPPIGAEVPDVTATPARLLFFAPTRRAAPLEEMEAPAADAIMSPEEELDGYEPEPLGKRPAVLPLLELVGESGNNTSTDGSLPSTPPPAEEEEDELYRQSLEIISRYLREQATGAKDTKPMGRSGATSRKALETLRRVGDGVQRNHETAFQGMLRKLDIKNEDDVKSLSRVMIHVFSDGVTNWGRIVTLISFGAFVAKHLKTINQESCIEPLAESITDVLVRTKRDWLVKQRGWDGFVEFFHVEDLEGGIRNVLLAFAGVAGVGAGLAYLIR
Bcl-2 Bim block: inhibitors of Bim-Bcl-2 interaction, human; P10415; Bead-based flow cytometry, Bim peptide-Bcl-2 binding; inhibition, % at 10 µM; 190,000 compounds, 0.06% hits; AID 950; in the data active = inhibition above about 40%;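 also: 0% = no compound wells with probe peptide and 100% = reference peptide inhibitor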
Target sequence (P10415 whole entry, looked up): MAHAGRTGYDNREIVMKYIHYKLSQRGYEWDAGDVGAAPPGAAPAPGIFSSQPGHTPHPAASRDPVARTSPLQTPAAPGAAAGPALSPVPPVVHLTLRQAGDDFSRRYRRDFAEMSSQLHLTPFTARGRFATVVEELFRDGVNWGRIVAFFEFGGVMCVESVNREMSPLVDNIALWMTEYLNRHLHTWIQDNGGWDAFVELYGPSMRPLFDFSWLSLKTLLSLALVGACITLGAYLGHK
Bim-Bcl-XL: human Bim-Bcl-XL interaction inhibition | inhibition, % at 10 µM | 190,000 compounds, 0.04% hits | Bim peptide-Bcl-XL binding, bead flow cytometry, fluorescence | AID 1007
Target sequence (Q07817 whole entry, looked up): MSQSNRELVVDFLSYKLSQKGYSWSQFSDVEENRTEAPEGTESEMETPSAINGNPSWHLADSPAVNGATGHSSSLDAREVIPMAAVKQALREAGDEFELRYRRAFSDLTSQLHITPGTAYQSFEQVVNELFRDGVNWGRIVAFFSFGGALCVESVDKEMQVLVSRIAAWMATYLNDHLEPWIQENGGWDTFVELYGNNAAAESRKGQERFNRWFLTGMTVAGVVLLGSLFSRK
Bim-Bcl-W: inhibitors of Bim-Bcl-W interaction, human; bead-based flow cytometry, Bim peptide-Bcl-W binding; Q92843; inhibition, % at 10 µM; 190,000 compounds, 0.02% hits;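 also: 0% = bound tracer without compound and 100% = peptide blocker; higher means less fluorescent Bim peptide bound to Bcl-W beads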
Bfl-1 Bim block: human Bim-Bfl-1 interaction inhibition | Q16548 | Bead-based flow cytometry, Bim-Bfl-1 binding inhibition | inhibition, % at 10 µM | 190,000 compounds, 0.12% hits | AID 1008;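 also: 0% = wells without compound plus tracer and 100% = blocker peptide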
Bim-Bcl-B: inhibitors of Bim-Bcl-B interaction, human; Q9HD36; bead-based flow cytometry, Bim peptide-Bcl-B binding; inhibition, % at 10 µM; 190,000 compounds, 0.073% hits; AID 951;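 also: 0% = tracer peptide without compound and 100% = reference inhibitor peptide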
Target sequence (Q9HD36 whole entry, looked up): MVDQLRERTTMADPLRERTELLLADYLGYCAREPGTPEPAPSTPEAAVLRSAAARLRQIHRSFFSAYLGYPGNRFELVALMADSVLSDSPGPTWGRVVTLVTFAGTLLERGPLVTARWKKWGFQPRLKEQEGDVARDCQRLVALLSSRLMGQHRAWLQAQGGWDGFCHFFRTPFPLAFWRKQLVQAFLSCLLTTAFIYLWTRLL
RGS8-Gao reg: regulators of human RGS8-Galphao interaction. P09471. multiplexed bead flow cytometry, RGS8-Galphao binding; actives lie on both sides. response (percent of control binding), % at 10 µM. 220,000 compounds, 0.34% hits; in the data active = response below about 60% or above about 140%; inactive = in between;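 also: Galphao activated as the GDP aluminium fluoride complex binding bead-coupled RGS8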
RGS4-Gao reg: modulates binding of RGS4 to human Galphao; 220,000 compounds, 0.33% hits; P09471; binding response (% of control), % at 10 µM; AID 1415; Multiplexed bead flow cytometry; actives lie on both sides; in the data active = binding response below about 49% or above about 150%; inactive = in between;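 also: fluorescent Galphao activated with aluminum fluoride binding bead-coupled RGS4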
RGS7-Gao: regulators of human RGS7-Galphao interaction; P09471; Multiplexed bead flow cytometry, RGS7-Galphao binding; actives lie on both sides; binding response (% of control), % at 10 µM; 220,000 compounds, 0.35% hits; in the data active = binding response below about 49% or above about 150%;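 also: fluorescent Galphao held in activated GDP-AlF4 state binding bead-coupled RGS7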
GSH bead fluor: compound fluoresces at 488/530 nm on GSH beads; 190,000 compounds, 0.25% hits; fluorescence (KMESF) at 10 µM; GSH beads flow cytometry, compound fluorescence 488/530 nm; stronger effect = higher value; in the data active = fluorescence above about 89;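 also: glutathione beads carrying GST-tagged Bcl family fusion proteins plus one bare bead set; values are compound well signal with DMSO vehicle wells as background; inactives centre near 16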
Mcl1-Bid inh: disrupts binding of human Mcl-1 to Bid peptide | TR-FRET Mcl-1/Bid-Dy647 peptide binding, 1536-well | AID 1021 | Q07820 | inhibition, % at 21.7 µM | 220,000 compounds, 0.97% hits;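 active = compounds that cut the binding signal by more than half at the single screening dose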;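 also: His-tagged Mcl-1 with europium anti-His antibody binding Bid BH3 peptide; 0% = Mcl-1 plus peptide wells and 100% = peptide-only wells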
An asterisk follows results filed as active; [ ] = another dose, or the depositor's remark. Rule as the data show it, unless noted: active = inhibition above about 40%. Rows are unselected, and some 1.8% of all compounds hit somewhere here.

SMILES	Bim-Mcl-1	Bcl-2 Bim block	Bim-Bcl-XL	Bim-Bcl-W	Bfl-1 Bim block	Bim-Bcl-B	RGS8-Gao reg	RGS4-Gao reg	RGS7-Gao	GSH bead fluor	Mcl1-Bid inh
CCS(=O)(=O)CCSC(=N)N	0	-1	-1	0	-1	-1	107	114	115	13	-56
Cc1cc(OCC(=O)NCCO)cc(C)c1Cl	0	2	-3	-1	-2	-3	99	98	99	25	6
O=C(N/N=C/c1ccncc1)/C(=C/c1ccccc1)NC(=O)c1ccccc1	0	-6	0	0	-11	-4	101	101	101	32	-9
O=S1(=O)CC(N2CCCCC2)C(N2CCCCC2)C1 (configuration not stated)	-7	-14	-13	-3	-19	-10	100	101	101	24	-8
CC(C)Cc1nnc(NC(=O)c2cc(-c3ccccc3)nc3ccccc23)s1	0	0	-3	-2	-1	1	99	101	100	21	14
CC(=O)Nc1ccc(C)c([N+](=O)[O-])c1	1	0	3	2	-3	0	102	100	100	11	-21
NS(=O)(=O)c1ccc(CCNC(=O)CSc2nc3ccsc3c(=O)n2CC2CCC(C(=O)O)CC2)cc1 (configuration not stated)	1	-7	-5	-1	-7	-3	104	102	103	11	3
O=C(CNC(=O)c1cccs1)NC1=NCCS1	-6	-9	-7	-3	-19	-11	99	98	97	36	12
CCCCNC(=S)N(Cc1c(C)noc1C)c1ccccc1	-3	-8	-2	-2	-13	-8	103	99	100	16	-78
CCc1[nH]c(=O)c(C#N)c2c1CSC(C)(C)C2	0	-6	-6	-3	-15	-5	97	100	102	25	-8
O=c1[nH]n(-c2cccc3cccnc23)c(=O)c2ccccc12	0	-4	0	1	-7	-2	98	93	100	23	-3
CCOc1ccc(-c2nnn(CC(=O)Nc3cc(OC)ccc3OC)n2)cc1OCC	0	0	-2	-1	-6	-1	97	92	91	50	-36
Cc1cc(C(=O)N/N=C/c2sc(N3CCOCC3)nc2-c2ccccc2)c(C)o1	3	8	-1	2	10	8	101	100	102	12	-23
O=C(OCc1ccco1)c1ccc(S(=O)(=O)N2CCCCC2)cc1	-7	-1	-3	-4	5	-2	101	95	98	20	-14
COc1ccc(C2C(C(C)=O)=C(Nc3ccccc3)CC(C)(O)C2C(C)=O)cc1OC (configuration not stated)	0	0	-1	-2	0	-2	98	89	97	16	-26
Cc1nc2c(C(=O)NCc3ccc(F)cc3)c[nH]n2c(=O)c1Cl	-2	-6	-5	-5	0	-5	98	103	103	14	1
CC(=O)Nc1cccc(-c2csc(Nc3ncccn3)n2)c1	-1	1	0	0	5	0	95	95	102	14	-30
O=S(=O)(NC1CCCC1)c1cccc(-c2nnc(-c3ccccc3)o2)c1	-1	0	6	4	0	4	99	106	105	52	-11
COc1ccc(-c2nsc3c(N4CCCCC4)ncnc23)cc1	-1	-7	-6	-1	-18	-8	103	100	99	37	-17
O=C(Cn1c(=O)oc2ccccc21)N1CCCCC1	-3	-10	-7	-1	-8	-12	105	101	105	15	-30
CN(C)CCNc1nc(-c2ccccc2)nnc1C(F)(F)F	-2	-2	-1	2	0	3	99	101	97	21	3
Cc1ccc(Nc2ccc(C(N)=O)cc2[N+](=O)[O-])cc1	-2	0	-5	-3	-1	-5	83	73	70	9	-2
COc1cccc(OCC(O)CN2CCN(CCO)CC2)c1 (configuration not stated)	-2	0	-2	-4	0	-2	100	98	101	26	12
Cc1cc(C)n(-c2ccc([N+](=O)[O-])cc2-c2nn[nH]n2)n1	0	-1	1	-1	0	-3	99	98	95	60	9
CC(=O)c1cc(Cl)ccc1OC(=O)c1ccco1	-2	-2	-1	2	0	0	107	102	103	17	-3

Three entries already listed, arranged by their value in Bim-Mcl-1, highest first.
SMILES	Bim-Mcl-1	Bcl-2 Bim block	Bim-Bcl-XL	Bim-Bcl-W	Bfl-1 Bim block	Bim-Bcl-B	RGS8-Gao reg	RGS4-Gao reg	RGS7-Gao	GSH bead fluor	Mcl1-Bid inh
CC(=O)Nc1ccc(C)c([N+](=O)[O-])c1	1	0	3	2	-3	0	102	100	100	11	-21
CCc1[nH]c(=O)c(C#N)c2c1CSC(C)(C)C2	0	-6	-6	-3	-15	-5	97	100	102	25	-8
COc1ccc(-c2nsc3c(N4CCCCC4)ncnc23)cc1	-1	-7	-6	-1	-18	-8	103	100	99	37	-17

More entries
SMILES	Bim-Mcl-1	Bcl-2 Bim block	Bim-Bcl-XL	Bim-Bcl-W	Bfl-1 Bim block	Bim-Bcl-B	RGS8-Gao reg	RGS4-Gao reg	RGS7-Gao	GSH bead fluor	Mcl1-Bid inh
CC1CCCCN1c1nnc(NC(=O)c2cc(-c3ccc(Br)cc3)on2)s1 (configuration not stated)	1	-4	-3	0	-13	-9	103	103	105	25	-26
COC(=O)N/N=C\c1ccc(-c2cc(Cl)c(Cl)cc2Cl)o1	-39	-41	-32	-22	-3	-60	100	99	103	42	0
O=C(NCCc1c[nH]c2ccccc12)/C(=C/c1cccnc1)NC(=O)c1ccccc1	-5	-5	-1	-1	-2	-2	98	97	97	15	-59
COc1cc2c(cc1OC)CN(CC(=O)Nc1ccc(C)cc1)CC2	0	1	1	0	-1	2	99	89	89	7	-14
COc1ccc2oc(=O)c(-c3ccccc3C(=O)N3CCOCC3)cc2c1	-5	-1	-6	-1	-1	-5	103	101	100	5	0
COc1ccc(S(=O)(=O)N(CC(=O)N2CCCC2)Cc2ccccc2)cc1	-2	0	0	-2	0	1	101	99	98	17	-1
COC(=O)c1ccc(NC(=O)COc2ccc(S(=O)(=O)N3CCCCC3)cc2)cc1	-4	-7	-7	-1	-16	-15	95	93	94	35	-15
Cc1cc(C)nc(N(C#N)Cc2cccc3ccccc23)n1	-3	-1	-3	-3	0	-1	102	103	104	12	1
COC(=O)[C@H]1C[C@@H]1[C@H](NS(=O)(=O)c1ccccc1)c1ccccc1	-1	-2	-4	-2	-2	-8	102	102	101	17	-7
CCOC(=O)c1c(C)[nH]c(C)c1C(=O)CN1C(=O)NC2(CCC(C)CC2)C1=O (configuration not stated)	-4	-1	0	-1	0	-2	101	89	97	17	-23
CCN(CC)S(=O)(=O)N1CCC(C(=O)NCc2ccco2)CC1	-1	-3	-3	1	-6	-3	103	106	111	14	-6
NS(=O)(=O)c1cccc(NC(=O)CSc2nc3ccc(Cl)cc3[nH]2)c1	4	-3	-3	0	-4	-5	102	104	101	21	-18
CCc1ccc2[nH]c(=O)c(CN(Cc3ccccc3)Cc3nnnn3Cc3ccco3)cc2c1	-2	-9	-2	2	-8	-8	98	102	103	10	-9
CCS(=O)(=O)c1nnnn1-c1ccccc1S(C)(=O)=O	0	0	1	2	1	-2	95	104	101	12	-23
Fc1ccc(-c2ncc3ccccn23)cc1	5	-3	0	0	-3	-4	102	103	98	12	-52
COc1ccc(C2=NOC(C(=O)Nc3cccnc3Cl)C2)cc1 (configuration not stated)	4	0	0	2	-2	1	104	100	99	21	-9
COc1ccc(N2CCN(c3nc4ccccc4n3CC(=O)c3ccccc3)CC2)cc1	-2	-13	-13	1	-13	-8	99	108	165*[activator]	35	-6
Clc1ccc(Oc2ncnc3oc(-c4ccccc4)cc23)cc1	2	0	0	-2	0	3	107	96	98	22	-55
CCOc1cc(CNCCSc2nnnn2C)cc(Br)c1OCc1ccccc1	-2	0	-1	0	0	0	98	99	98	23	2
O=C(CCC1CCCN(c2ncccn2)C1)NCc1ccccc1F (configuration not stated)	0	-3	1	0	-6	-4	100	96	100	17	-14
Cc1cccc(C)c1OCC(O)CN (configuration not stated)	-3	-7	-3	-2	-3	-1	97	95	98	11	-18
CC(C)(C)n1ncc2c(=O)n(CC(=O)NCc3ccco3)cnc21	-5	-9	-6	-7	-15	-8	101	102	99	27	-15
Cc1ccc(NC(=O)CN(C)C(=O)/C=C/c2cccc(F)c2)cc1	0	4	0	0	2	0	102	101	99	15	-8
CC(C)C[C@H](NC(=O)NCCc1ccc(Cl)cc1)C(=O)O	-6	-15	-9	-4	-22	-9	100	102	98	25	-1
COC(=O)c1ccccc1NC(=O)CSc1ccccc1	0	-10	-2	1	-13	-6	102	101	103	20	-3

An excerpt from above, reduced to Bim-Mcl-1, Bfl-1 Bim block and RGS8-Gao reg:
mol,Bim-Mcl-1,Bfl-1 Bim block,RGS8-Gao reg
O=C(CCC1CCCN(c2ncccn2)C1)NCc1ccccc1F (configuration not stated),0,-6,100
COC(=O)N/N=C\c1ccc(-c2cc(Cl)c(Cl)cc2Cl)o1,-39,-3,100

The listing continues:
SMILES	Bim-Mcl-1	Bcl-2 Bim block	Bim-Bcl-XL	Bim-Bcl-W	Bfl-1 Bim block	Bim-Bcl-B	RGS8-Gao reg	RGS4-Gao reg	RGS7-Gao	GSH bead fluor	Mcl1-Bid inh
O=C(CN1N=C(c2ccccc2)CCC1=O)NCc1ccco1	-2	-4	-6	-4	-12	-7	97	96	94	18	-11
CCCn1c(SCC(=O)N2CCCCC2)nnc1-c1ccccn1	-3	-1	0	-4	-8	-5	103	99	101	15	-12
Cc1nn(-c2ccc(F)cc2)c(Cl)c1/C=C/C(=O)OCC(=O)Nc1ccc(F)cc1F	-3	-8	-6	-3	-7	-9	102	98	99	15	-16
Cc1ccc(NC(=O)NCc2ccc3c(c2)OCO3)cc1C	-35	-8	-7	-4	0	-13	103	102	102	14	-11
COc1ccc(S(=O)(=O)N2CCn3c2nc2ccccc23)cc1	0	-8	2	-1	-13	17	103	103	99	25	-5
Cc1cc2c(c(=O)n1Cc1cccnc1)C(Cc1ccccc1)C(C#N)=C(N)O2 (configuration not stated)	-6	-4	-5	0	-12	-7	101	100	101	24	-50
O=C(OCC#CCSc1nnc(-c2ccc(Br)cc2)o1)c1ccco1	-2	-6	-1	2	-10	-7	103	102	102	25	-9
Cc1cccc(OCC(=O)N(Cc2cccs2)C2CCS(=O)(=O)C2)c1 (configuration not stated)	-3	-11	-8	-8	-18	-11	102	97	97	28	-15
CCn1c(=S)[nH]c2cc(C(=O)O)ccc21	-1	-3	-3	-1	-1	-15	92	92	94	15	-58
Cc1ccccc1NC(=O)CCC(=O)N/N=C/c1c[nH]c2ccccc12	0	-4	0	0	-2	-2	109	110	106	12	-34
N=c1c(-c2nc3ccccc3[nH]2)cc(C(=O)c2cccs2)nn1-c1ccccc1	-1	-1	-1	-3	3	-7	98	95	96	17	-8
O=C(N/N=C/c1ccccc1)c1cc(=O)[nH]c2ccccc12	-12	-6	-6	-6	1	-2	97	95	96	18	10
CCOC(=O)C1(CC2CCCCO2)CCN(Cc2nc3ccccc3nc2C)CC1 (configuration not stated)	-3	-3	-3	-2	-6	-5	100	99	102	9	-17
C=C(C)c1cccc(C(C)(C)NC(=O)Nc2ccc(C(C)=O)cc2)c1	-5	-11	-4	-4	-11	-2	112	107	108	19	0
Cn1cc(CN2CCCC(C(=O)c3ccc(-c4ccccc4)c(F)c3)C2)cn1 (configuration not stated)	-4	-3	0	3	5	-2	99	101	98	18	-39
CCCCCn1c(SCCc2ccccc2)nc2c1c(=O)[nH]c(=O)n2C	2	-2	-3	0	-8	-2	104	102	101	7	-37
O=C(Cn1cc(C(=O)C(F)(F)F)c2ccccc21)NCc1ccco1	10	15	7	3	10	7	96	93	82	21	-37
CC1(C)CC(=O)/C(=C(\O)c2ccccc2)C(=NCCO)C1	-2	0	2	2	4	-4	101	99	97	23	-20
Cn1c(CNc2nc(-c3ccccc3)cs2)nnc1SCC(=O)c1ccccc1	1	0	1	2	2	3	96	103	100	17	-50
Cc1cc2nc(C)n(CCCNC(=O)Nc3ccc(F)cc3)c2cc1C	0	-2	-5	-1	-6	-10	104	99	94	40	0
Cc1ccc(-c2nc(CSCC(=O)Nc3cc(C)on3)c(C)o2)cc1	-2	-9	-4	-2	-11	-8	100	101	100	28	-15
